Screening results (PubChem BioAssay)
HBB splicing: hemoglobin beta splicing modulation; HBB splicing reporter cell assay, activation; EGFP reporter with mutant IVS2-654 intron; response scale: normalised to 500 nM splice-correcting PNA; Potency, µM (titrated, usually from 46.1 µM), for inactives: at the top dose activation, actives largely listed as activators; 65,000 tested, 0.06% active; AID 925; also: potency is read from the fitted curve at half-maximal effect; 0% is about no effect
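Compounds were applied for 2 days to HeLa EGFP-654 cells, 500/well in Optimem with 2% FCS. The reporter's EGFP is disrupted by mis-splicing of beta-globin intron IVS2-654. Readout: summed well GFP fluorescence from 488 nm laser scanning; reference was 500 nM antisense […] 654 PNA.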
CRE Fsk mod: CRE-bla signaling modulation under forskolin stimulation; 71,000 tested, 2.5% active; AID 662; Potency, µM (doses to about 38.2 µM), for inactives: at the highest dose activity change, negative = inhibition, hits mostly activators; CHO CRE-bla reporter (cAMP response element driving beta-lactamase), forskolin EC10, beta-lactamase ratio; active = well fitted activation curve with a large enough effect in the signal ratio, with a control signal flat, not every such curve was filed as active; inconclusive = small, poorly fitted or top-dose-only effect, or effect the other way, or a change in a side signal; the % refers to the signal ratio; also: potency is read from the fitted curve at half-maximal effect; % of control where 0% means no effect
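Reporter-gene assay: CHO cells with beta-lactamase behind cAMP responsive elements, co-treated with compound and EC10 NKH 477 for 3 hours at 37 degrees Celsius. Activity came from the 460/530 nm CCF4 emission ratio.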
Pol III holo inh: inhibitors of bacterial DNA polymerase III holoenzyme; 71,000 tested, 0.25% active; AID 603; Potency, µM (top dose mostly 57.1 µM), without a hit: at the top dose activity change, negative = inhibition; reconstituted DNA polymerase III holoenzyme replication, biochemical; also: potency is read from the fitted curve at half-maximal effect; % is scaled to controls: 0 for no effect and ±100 for the full control effect
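Reconstituted *E. coli* holoenzyme (0.35 nM Pol III, 1 nM beta, 154 nM SSB, 2 nM primase) was preincubated with compound for 15 min at RT. Synthesis on 1.4 nM ssM13Gori ran 35 min, then was stopped with PicoGreen/EDTA and read as dsDNA fluorescence.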
Tau filament bind: binds recombinant human tau filaments; P10636; recombinant tau filaments, thioflavin S fluorescence, 15 h; filaments grown with octadecylsulfate alongside compound; Potency, µM (series often up to 57.1 µM), for the others: at the highest dose activity change, negative = inhibition; 71,000 tested, 2% active; AID 596;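 also: potency is read from the fitted curve at half-maximal effect; % is scaled to controls: 0 for no effect and ±100 for the full control effect; actives lower thioflavin S fluorescence by blocking filaments or displacing dye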
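His-tagged recombinant human tau (exons 2, 3 and 10 included), 1 uM, was induced to fibrillize by 30 uM sodium octadecylsulfate with compound present. After 15 h at 37 C, thioflavine S fluorescence (ex 450, em 510 nm) was read.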
15-hLO inh: 15-hLO (ALOX15) enzyme inhibition. AID 887. P16050. purified 15hLO-1, xylenol orange hydroperoxide absorbance. Potency, µM (series often up to 57.1 µM), for the others: top-dose activity change, negative = inhibition, usual class: inhibitors. 74,000 tested, 1.4% active; also: potency is read from the fitted curve at half-maximal effect; % is scaled to controls: 0 for no effect and ±100 for the full control effect; nearly all actives have a fitted effect of over 55% in size
Target sequence (P16050 whole entry, looked up): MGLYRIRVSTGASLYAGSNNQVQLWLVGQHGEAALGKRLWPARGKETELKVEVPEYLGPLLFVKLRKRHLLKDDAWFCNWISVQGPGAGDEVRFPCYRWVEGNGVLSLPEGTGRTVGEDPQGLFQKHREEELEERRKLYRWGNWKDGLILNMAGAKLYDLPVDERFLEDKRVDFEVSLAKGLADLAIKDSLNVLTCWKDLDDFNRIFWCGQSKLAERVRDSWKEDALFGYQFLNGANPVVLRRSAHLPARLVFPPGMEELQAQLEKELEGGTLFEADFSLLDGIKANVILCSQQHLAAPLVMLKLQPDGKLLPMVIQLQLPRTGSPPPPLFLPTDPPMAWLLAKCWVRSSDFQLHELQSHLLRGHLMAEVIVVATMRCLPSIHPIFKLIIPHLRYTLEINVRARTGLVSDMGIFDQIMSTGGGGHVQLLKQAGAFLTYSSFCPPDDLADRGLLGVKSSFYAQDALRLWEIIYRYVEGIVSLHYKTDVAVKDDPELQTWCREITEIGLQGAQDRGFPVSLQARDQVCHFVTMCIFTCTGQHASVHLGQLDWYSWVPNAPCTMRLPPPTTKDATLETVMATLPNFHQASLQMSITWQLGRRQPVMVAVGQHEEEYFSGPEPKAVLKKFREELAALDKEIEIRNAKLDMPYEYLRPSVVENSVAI
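40 nM 15hLO-1 + cpd, 15 min RT; start w/ 50 uM AA (final), 6 min RT; stop/detect w/ 200 uM XO + 300 uM Fe(II) in 50 mM H2SO4, 30 min; A573/A405. Buffer 25 mM Hepes pH 7.5, 0.01% Triton X-100. No-enzyme wells as negative control.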
ERK AVP block: vasopressin-driven ERK pathway inhibition. 72,000 tested, 0.99% active. AID 995. HEK293-V1b, vasopressin-stimulated pERK AlphaScreen. Potency, µM (highest dose often 57.5 µM), without a hit: at the top dose activity, negative = inhibition, usual class: inhibitors; also: potency is read from the fitted curve at half-maximal effect; % is scaled to controls: 0 for no effect and ±100 for the full control effect; nearly all actives have a fitted effect of over 55% in size
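HEK293 cells stably expressing V1b receptor, seeded overnight in 1% FBS, were treated with compounds for 30 min at 37C, then stimulated 5 min with 25 nM vasopressin; phospho-ERK read by AlphaScreen SureFire after lysis.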
Luciferase inh: inhibitors of firefly luciferase; P08659; purified firefly luciferase, luminescence, 8 min; Potency, µM (doses to about 57.1 µM), inactives show top-dose activity change, negative = inhibition, usual class: inhibitors; 72,000 tested, 2.2% active; also: potency is read from the fitted curve at half-maximal effect; % is scaled to controls: 0 for no effect and ±100 for the full control effect; nearly all actives have a fitted effect of over 40% in size
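qHTS concentration-response profiling: light output of P. pyralis luciferase with luciferin and 10 uM ATP, imidazole buffer pH 7.2. Read by luminescence after 8-min room-temperature incubation.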
HADH2 inhib: HADH2 (human) dehydrogenase inhibition; Q99714; recombinant HADH2, NADH fluorescence, beta-hydroxybutyryl-CoA; Potency, µM (top dose mostly 57.1 µM), inactives show at the top dose activity change, negative = inhibition, hits mostly inhibitors; 73,000 tested, 3.4% active; AID 886; also: potency is read from the fitted curve at half-maximal effect; % is scaled to controls: 0 for no effect and ±100 for the full control effect; nearly all actives have a fitted effect of over 60% in size; many of its hits are not listed in these tables
Target sequence (Q99714 whole entry, looked up, one chain of several): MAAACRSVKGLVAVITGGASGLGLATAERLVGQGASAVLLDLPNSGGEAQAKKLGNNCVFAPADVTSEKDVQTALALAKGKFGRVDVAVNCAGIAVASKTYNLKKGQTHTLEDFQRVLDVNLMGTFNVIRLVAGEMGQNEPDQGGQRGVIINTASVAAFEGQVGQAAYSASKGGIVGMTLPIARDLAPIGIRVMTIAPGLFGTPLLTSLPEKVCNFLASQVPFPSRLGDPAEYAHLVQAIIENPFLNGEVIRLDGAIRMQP
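NADH fluorescence (ex 360/em 450 nm) read every 30 s for 4 min; activity taken as last-minus-first time point difference. Enzyme 20 nM, NAD+ 1 mM, beta-hydroxybutyryl-CoA 90 uM, pH 9.0 Tris buffer.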
Hsp90 Hop PPI: changes Hsp90-Hop TPR2A binding signal, up or down; AlphaScreen TPR2A-His6 binding biotin-Hsp90 C-terminal peptide; Potency, µM (titrated, usually from 57 µM), for the others: top-dose activity change, negative = inhibition; 71,000 tested, 0.44% active; AID 595; active = well fitted curve in either direction with a large enough effect; inconclusive = small, poorly fitted or top-dose-only effect, or another doubt; also: potency is read from the fitted curve at half-maximal effect; % is scaled to controls: 0 for no effect and ±100 for the full control effect; many of its hits are not listed in these tables
TexasRed autofl: Texas Red region autofluorescence | Compound fluorescence, Texas Red channel, 547/618 nm; stronger effect = higher value | max dye-equivalent concentration, M | 59,000 tested, 0.06% active; in the data active = max dye-equivalent concentration above about 10 nM; inconclusive = between about 1.1 nM and that limit
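Compound titrations in 100 mM Tris pH 8.0 were incubated 15 min at room temperature and read at 547 nm excitation / 618 nm emission. Texas Red six-point standard curve on each plate converted fluorescence to dye-equivalent concentration.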
Rhodamine autofl: compound fluoresces in the rhodamine spectral region; max dye-equivalent concentration, M; Rhodamine-region fluorescence, 547/598 nm, Tris buffer; stronger effect = higher value; 59,000 tested, 0.05% active; in the data active = max dye-equivalent concentration above about 11 nM; inconclusive = between about 1.1 nM and that limit
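Steps: pin-transfer compounds into pH 8.0 Tris (100 mM), hold 15 min at room temperature, image with a 547/598 nm filter pair, and convert intensities to rhodamine-equivalent concentration using a six-point on-plate rhodamine series.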
Active calls of the source: *; i = inactive; ? = inconclusive; · = no result given; [ ] = remark or other dose. Unless noted, calls follow the shape of the dose curve; as a rule, active = well fitted curve in the direction sought with a large enough effect; inconclusive = small, poorly fitted or top-dose-only effect, or another doubt; inactive = no such curve, though single readings can be large; an effect the other way counts as inactive or inconclusive.

Assay codes: A = HBB splicing; B = CRE Fsk mod; C = Pol III holo inh; D = Tau filament bind; E = 15-hLO inh; F = ERK AVP block; G = Luciferase inh; H = HADH2 inhib; I = Hsp90 Hop PPI; J = TexasRed autofl; K = Rhodamine autofl
[1] COC(=O)CC1=C(C(=O)OC)C2(C(=O)N(C)c3ccccc32)C(C#N)=C(N)O1 (centres undefined)
  A = ·	B = -1%	C = -3%	D = 6%	E = 9%	F = 16%	G = 1%	H = 8%	I = 2%	J = i	K = i

[2] Cn1c[n+](C)cc1C(O)c1ccccc1 (centres undefined)
  A = -0.1%	B = 1%	C = -5%	D = -11%	E = -11%	F = -5%	G = 2%	H = -1%	I = 1%	J = i	K = i

[3] O=[N+]([O-])c1ccccc1CCl
  A = -1.0%	B = -19%	C = 3%	D = 7%	E = -13%	F = 8%	G = ·	H = -26%	I = 1%	J = ·	K = ·

[4] O=C(NC(Cc1ccccc1)C(=O)N1CCC2(CC1)OCCO2)C1CCCCC1 (centres undefined)
  A = 0.1%	B = ?	C = 1%	D = -1%	E = 5%	F = -5%	G = 0%	H = 10%	I = 1%	J = ?	K = i

[5] Oc1ccc(CCNCc2cc3c(cc2Br)OCO3)cc1
  A = -4.2%[9.22 µM]	B = 2%[7.6 µM]	C = -8%[11.4 µM]	D = -3%[11.4 µM]	E = -1%[11.4 µM]	F = 1%[11.5 µM]	G = 3%[11.4 µM]	H = -7%[11.4 µM]	I = -6%[11 µM]	J = i	K = i

[6] CCOC(=O)C1=C(N)Oc2cc(C)oc(=O)c2C12C(=O)N1c3c(cccc32)C(C)CC1(C)C (centres undefined)
  A = -1.5%	B = -8%	C = -2%	D = 38%	E = 8%	F = -22%	G = -1%	H = 5%	I = -2%	J = i	K = i

[7] O=[N+]([O-])c1ccccc1
  A = 0.0%	B = -2%	C = -7%	D = 4%	E = 2%	F = 17%	G = ·	H = -12%	I = -1%	J = ·	K = ·

[8] O=C1NC(=O)C(CCc2ccncc2)(C2CCCCC2)C(=O)N1
  A = 0.0%[57.5 µM]	B = 3%	C = -4%	D = -4%	E = 13%	F = 6%	G = -1%	H = -3%	I = -4%	J = i	K = i

[9] c1ccc2nc(N3CCNCC3)ccc2c1
  A = 0.2%[20.6 µM]	B = -5%	C = -5%	D = -28%	E = -1%	F = ?	G = 2%	H = -8%	I = -6%	J = i	K = i

[10] C[C@@]12CCC(=O)C=C1C=C[C@H]1[C@H]3CC[C@](O)(CCC(=O)O)[C@]3(C)CC[C@@H]12
  A = -1.4%[20.6 µM]	B = 13%[17.1 µM]	C = 1%[25.6 µM]	D = 8%[25.6 µM]	E = 13%[25.6 µM]	F = 23%[25.7 µM]	G = 5%[25.5 µM]	H = -1%[25.6 µM]	I = -2%[26 µM]	J = i	K = i

[11] O=C1CC(N2CC=C(c3ccccc3)CC2)C(=O)N1c1ccc(F)cc1 (centres undefined)
  A = 0.0%	B = ?	C = -5%	D = -30%	E = -16%	F = -24%	G = -1%	H = 9%	I = -4%	J = ·	K = ·

[12] COC(=O)C(C)Oc1cc(C)cc2oc(=O)c3c(c12)CCCC3 (centres undefined)
  A = 0.9%	B = ?	C = -2%	D = 25%	E = -8%	F = -9%	G = -1%	H = -11%	I = 2%	J = ?	K = i

[13] OC12Oc3ccccc3C=C1N1CCC2CC1 (centres undefined)
  A = -0.3%	B = -4%	C = 3%	D = -19%	E = 6%	F = -13%	G = 0%	H = -2%	I = 2%	J = ·	K = ·

[14] CCOc1ccc(-n2c(O)c(C=NCCN(CC)CC)c(=O)[nH]c2=O)cc1
  A = 0.2%	B = 10%	C = 2%	D = 5%	E = -7%	F = -21%	G = 0%	H = 5%	I = -5%	J = ·	K = ·

[15] Cc1ccc(OP(=O)(Oc2ccc(C)cc2)N2C=Cc3ccccc3[C@H]2C#N)cc1
  A = 3.1%[9.22 µM]	B = 2%[7.6 µM]	C = 8%[11.4 µM]	D = 8%[11.4 µM]	E = 9%[11.4 µM]	F = -18%[11.5 µM]	G = 2%[11.4 µM]	H = -3%[11.4 µM]	I = -1%[11 µM]	J = i	K = i

[16] Cc1cccc(C#N)c1
  A = -1.5%	B = -10%	C = 9%	D = 18%	E = -4%	F = 1%	G = ·	H = -4%	I = -1%	J = ·	K = ·

[17] CN1CCN(C(=O)OC2c3nccnc3C(=O)N2c2ccc(Cl)cn2)CC1 (centres undefined)
  A = 0.9%	B = 7%	C = -4%	D = 1%	E = 2%	F = -6%	G = 0%	H = 5%	I = -3%	J = i	K = i

[18] COc1ccc(CCn2c(O)c(C=NC3CC3)c(=O)[nH]c2=O)cc1OC
  A = 0.1%[57.5 µM]	B = ?	C = 0%	D = 16%	E = 1%	F = -14%	G = 0%	H = 2%	I = -3%	J = i	K = i

[19] COc1ccc(OCC(=O)N2CCN(Cc3c[nH]c4ccccc34)CC2)cc1
  A = -0.5%[57.5 µM]	B = -21%	C = -1%	D = -10%	E = -10%	F = 27%	G = -1%	H = 31%[activator]	I = ?	J = i	K = i

[20] CC(C)c1ccc(OCC(=O)N2CCN(C)CC2)c(Br)c1
  A = -0.6%	B = 2%	C = -1%	D = -12%	E = 5%	F = -3%	G = 5%	H = 8%	I = -6%	J = ?	K = i

[21] CC1CN(O)C2CCc3nonc3C12O (centres undefined)
  A = 1.5%[0.369 µM]	B = ?	C = 0%	D = -4%	E = -9%	F = 8%	G = -3%	H = -10%	I = -5%	J = ?	K = i

[22] c1ccc(N2CC[C@@]3(CCCNC3)C2)nc1
  A = 0.9%	B = 0%	C = 0%	D = 1%	E = 3%	F = 1%	G = 0%[11.4 µM]	H = 4%	I = -1%	J = i	K = i

An excerpt from above in order of molecular weight, ascending.
Assay codes: A = HBB splicing; B = CRE Fsk mod; C = Pol III holo inh; D = Tau filament bind; E = 15-hLO inh; F = ERK AVP block; G = Luciferase inh; H = HADH2 inhib; I = Hsp90 Hop PPI; J = TexasRed autofl; K = Rhodamine autofl
[16] Cc1cccc(C#N)c1
  A = -1.5%	B = -10%	C = 9%	D = 18%	E = -4%	F = 1%	G = ·	H = -4%	I = -1%	J = ·	K = ·

[7] O=[N+]([O-])c1ccccc1
  A = 0.0%	B = -2%	C = -7%	D = 4%	E = 2%	F = 17%	G = ·	H = -12%	I = -1%	J = ·	K = ·

[21] CC1CN(O)C2CCc3nonc3C12O (centres undefined)
  A = 1.5%[0.369 µM]	B = ?	C = 0%	D = -4%	E = -9%	F = 8%	G = -3%	H = -10%	I = -5%	J = ?	K = i

[22] c1ccc(N2CC[C@@]3(CCCNC3)C2)nc1
  A = 0.9%	B = 0%	C = 0%	D = 1%	E = 3%	F = 1%	G = 0%[11.4 µM]	H = 4%	I = -1%	J = i	K = i

[12] COC(=O)C(C)Oc1cc(C)cc2oc(=O)c3c(c12)CCCC3 (centres undefined)
  A = 0.9%	B = ?	C = -2%	D = 25%	E = -8%	F = -9%	G = -1%	H = -11%	I = 2%	J = ?	K = i

[11] O=C1CC(N2CC=C(c3ccccc3)CC2)C(=O)N1c1ccc(F)cc1 (centres undefined)
  A = 0.0%	B = ?	C = -5%	D = -30%	E = -16%	F = -24%	G = -1%	H = 9%	I = -4%	J = ·	K = ·

[14] CCOc1ccc(-n2c(O)c(C=NCCN(CC)CC)c(=O)[nH]c2=O)cc1
  A = 0.2%	B = 10%	C = 2%	D = 5%	E = -7%	F = -21%	G = 0%	H = 5%	I = -5%	J = ·	K = ·

[19] COc1ccc(OCC(=O)N2CCN(Cc3c[nH]c4ccccc34)CC2)cc1
  A = -0.5%[57.5 µM]	B = -21%	C = -1%	D = -10%	E = -10%	F = 27%	G = -1%	H = 31%[activator]	I = ?	J = i	K = i

[17] CN1CCN(C(=O)OC2c3nccnc3C(=O)N2c2ccc(Cl)cn2)CC1 (centres undefined)
  A = 0.9%	B = 7%	C = -4%	D = 1%	E = 2%	F = -6%	G = 0%	H = 5%	I = -3%	J = i	K = i

This is a subset; count on the stated rates, not on these rows.
